# RGS4-Gao reg: modulates binding of RGS4 to human Galphao | 220,000 tested, 0.33% active | binding response (% of control), % at 10 µM | P09471 | Multiplexed bead flow cytometry; actives lie on both sides; in the data active = binding response below about 49% or above about 150%; inactive = in between;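 note: fluorescent Galphao activated with aluminum fluoride binding bead-coupled RGS4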
# Bim-Bcl-W: inhibitors of Bim-Bcl-W interaction, human; AID 952; bead-based flow cytometry, Bim peptide-Bcl-W binding; Q92843; 190,000 tested, 0.02% active; inhibition, % at 10 µM;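 note: 0% = bound tracer without compound and 100% = peptide blocker; higher means less fluorescent Bim peptide bound to Bcl-W beads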
# Target sequence (Q92843 whole entry, looked up): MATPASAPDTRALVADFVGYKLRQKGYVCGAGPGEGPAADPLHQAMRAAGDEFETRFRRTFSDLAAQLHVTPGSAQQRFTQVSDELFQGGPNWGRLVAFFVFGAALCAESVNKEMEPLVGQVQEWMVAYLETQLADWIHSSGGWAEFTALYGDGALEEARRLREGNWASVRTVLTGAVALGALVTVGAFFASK
# RGS8-Gao reg: human RGS8-Galphao interaction regulation | multiplexed bead flow cytometry, RGS8-Galphao binding; actives lie on both sides | response (percent of control binding), % at 10 µM | 220,000 tested, 0.34% active | AID 1423; in the data active = response below about 60% or above about 140%; inactive = in between;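 note: Galphao activated as the GDP aluminium fluoride complex binding bead-coupled RGS8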
# Bcl-XL Bim block: disrupts Bim peptide binding to human Bcl-XL; Q07817; bead flow cytometry, fluorescence; inhibition, % at 10 µM; 190,000 tested, 0.04% active; AID 1007
# Bim-Bcl-B: disrupts Bim peptide binding to human Bcl-B; AID 951; Q9HD36; inhibition, % at 10 µM; 190,000 tested, 0.073% active; bead-based flow cytometry;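 note: 0% = tracer peptide without compound and 100% = reference inhibitor peptide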
# Target sequence (Q9HD36 whole entry, looked up): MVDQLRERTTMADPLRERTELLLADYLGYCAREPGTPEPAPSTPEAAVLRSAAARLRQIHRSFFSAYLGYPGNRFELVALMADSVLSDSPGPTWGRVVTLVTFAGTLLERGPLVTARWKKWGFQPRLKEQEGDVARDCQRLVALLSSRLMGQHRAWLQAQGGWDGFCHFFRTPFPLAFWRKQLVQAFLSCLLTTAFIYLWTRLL
# Bim-Bfl-1: inhibitors of Bim-Bfl-1 interaction, human. Q16548. Bead-based flow cytometry, Bim-Bfl-1 binding inhibition. inhibition, % at 10 µM. 190,000 tested, 0.12% active. AID 1008;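 note: 0% = wells without compound plus tracer and 100% = blocker peptide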
# Mcl-1 Bim block: inhibitors of Bim-Mcl-1 interaction, human; Bead-based flow cytometry, Bim peptide-Mcl-1 binding; 190,000 tested, 0.1% active; AID 1009; inhibition, % at 10 µM;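 note: 0% = no compound tracer wells and 100% = peptide blocker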
# Target sequence (Q07820 whole entry, looked up): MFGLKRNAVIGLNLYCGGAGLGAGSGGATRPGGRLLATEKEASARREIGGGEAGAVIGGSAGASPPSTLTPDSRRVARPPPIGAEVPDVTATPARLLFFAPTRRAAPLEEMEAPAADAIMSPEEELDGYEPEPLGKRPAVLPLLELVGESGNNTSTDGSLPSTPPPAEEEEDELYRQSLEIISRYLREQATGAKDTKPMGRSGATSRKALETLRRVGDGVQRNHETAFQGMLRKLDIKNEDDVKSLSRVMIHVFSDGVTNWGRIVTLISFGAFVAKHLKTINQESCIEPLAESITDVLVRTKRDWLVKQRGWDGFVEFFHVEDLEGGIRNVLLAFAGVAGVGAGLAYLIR
# Bcl-2 Bim block: human Bim-Bcl-2 interaction inhibition; P10415; Bead-based flow cytometry, Bim peptide-Bcl-2 binding; inhibition, % at 10 µM; 190,000 tested, 0.06% active; in the data active = inhibition above about 40%; inconclusive = no clear call, values can overlap the other calls;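 note: 0% = no compound wells with probe peptide and 100% = reference peptide inhibitor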
# Target sequence (P10415 whole entry, looked up): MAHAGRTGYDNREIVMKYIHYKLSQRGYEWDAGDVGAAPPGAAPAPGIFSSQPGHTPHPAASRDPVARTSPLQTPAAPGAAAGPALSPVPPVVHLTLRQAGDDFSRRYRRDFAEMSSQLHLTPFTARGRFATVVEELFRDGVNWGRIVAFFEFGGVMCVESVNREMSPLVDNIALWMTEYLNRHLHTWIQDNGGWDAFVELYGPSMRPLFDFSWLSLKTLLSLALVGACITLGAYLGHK
# Mcl1-Noxa inh: disrupts binding of human Mcl-1 to Noxa peptide | AID 1022 | 220,000 tested, 1.5% active | inhibition, % at 21.7 µM | Q07820 | TR-FRET Mcl-1/Noxa peptide binding, 2 h;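 active = compounds that cut the protein-peptide binding signal by more than 50% relative to plate controls in a single-dose test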;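 note: His-tagged Mcl-1 with rhodamine Noxa BH3 peptide and terbium anti-His antibody; 0% = Mcl-1 plus Noxa peptide wells and 100% = peptide-only wells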
# RGS7-Gao reg: human RGS7-Galphao interaction regulation | Multiplexed bead flow cytometry, RGS7-Galphao binding; actives lie on both sides | 220,000 tested, 0.35% active | AID 1439 | P09471 | binding response (% of control), % at 10 µM; in the data active = binding response below about 49% or above about 150%; inconclusive = no clear call, values can overlap the other calls; inactive = in between;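 note: fluorescent Galphao held in activated GDP-AlF4 state binding bead-coupled RGS7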
# Mcl1-Bid inh: Mcl-1/Bid interaction inhibition. TR-FRET Mcl-1/Bid-Dy647 peptide binding, 1536-well. 220,000 tested, 0.97% active. inhibition, % at 21.7 µM. Q07820;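 active = compounds that cut the binding signal by more than half at the single screening dose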;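 note: His-tagged Mcl-1 with europium anti-His antibody binding Bid BH3 peptide; 0% = Mcl-1 plus peptide wells and 100% = peptide-only wells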
# The depositor's hits bear a star; u = inconclusive; x = not tested or not shown; [ ] = remark or other dose. Cut-off read from the data, not from the text of the source, unless noted: active = inhibition above about 40%.
SMILES,RGS4-Gao reg,Bim-Bcl-W,RGS8-Gao reg,Bcl-XL Bim block,Bim-Bcl-B,Bim-Bfl-1,Mcl-1 Bim block,Bcl-2 Bim block,Mcl1-Noxa inh,RGS7-Gao reg,Mcl1-Bid inh
Cc1ccc(C)c(OC2=NS(=O)(=O)c3ccccc32)c1,103,0,104,0,-4,3,0,-1,29,101,-31
Clc1cccc(CN2CCCCCCC2)c1Cl,102,-3,99,-8,-8,-7,-3,-3,15,99,29
Cc1cc(NC(=O)CSc2nc3c(cc2C#N)CCCC3)no1,101,3,99,3,0,8,3,2,-81,105,-67
Cc1ccc(-c2nc3ccccc3o2)cc1NC(=S)NC(=O)/C=C/c1ccco1,96,-4,97,0,-6,1,-2,-1,4,98,2
CN(CC(=O)N1CCN(c2cccc(Cl)c2)CC1)S(=O)(=O)c1cccs1,177*[activator],-2,131,-16,-8,-11,-3,-13,5,144,-9
Fc1ccc(NC(=S)N2CCc3ccccc3C2)c(F)c1,100,1,101,-1,-9,0,2,4,11,102,-29
O=S(=O)(NC1CCCCC1Nc1ccc(Cl)cc1)c1ccccc1 (centres undefined),108,5,119,0,-1,9,-1,3,30,112,-42
COc1ccccc1NS(=O)(=O)c1cccc(NC(=O)c2ccc3ccccc3n2)c1,102,0,105,-2,0,4,0,-2,11,105,-15
CCN(CC)S(=O)(=O)c1cc(NC(=O)Cn2ncc(Cl)c(Cl)c2=O)ccc1C,91,x,101,x,x,x,x,x,78*,u,-5
CSc1nc(-c2ccc(Cl)cc2)nn1S(=O)(=O)c1ccc(Cl)cc1,100,-4,100,-17,-7,-8,-11,-40,4,103,-14
Cc1ccc(NC(=O)COC(=O)CCc2nc3ccccc3c(=O)[nH]2)cc1Cl,99,-2,104,0,-2,-3,-1,-1,28,98,18
COCc1[nH]nc2c1C1(CCC3(CC1)OCCO3)C(C#N)=C(N)O2,98,3,99,2,-27,-10,-38,-9,-10,95,-57
CCN(CC)C(=O)CC(c1ccc(OC)cc1)c1c(O)cc(OC)cc1OC (centres undefined),106,x,99,x,x,x,x,x,4,u,-43
CCOC(=O)CSc1nc(=O)n2cccc(C)c2n1,103,0,109,-2,-3,-6,0,-2,2,u,-19
CC1(C)C(CC2OCC(CN3CCCCC3)O2)[C@H]2CC[C@@H]1C2 (some centres undefined),97,x,101,x,x,x,x,x,-9,x,-20
Cc1cc(C)c2nc(C(F)(F)F)nc(N3CCN(C(=O)c4ccco4)CC3)c2c1,101,-2,104,-10,-12,-17,-2,-15,2,99,-15
O=C(N/N=C/c1cccc(F)c1)c1ccc(Cl)cc1,103,3,102,-1,-3,-3,1,4,-18,100,-14
Cc1ccc(S(=O)(=O)N(CC(=O)N2CCOCC2)C2CCCCC2)cc1,101,2,99,0,3,0,1,-2,x,102,-5
COc1cccc2c(=O)cn[nH]c12,91,-1,100,-2,-3,0,-3,-2,-1,90,-21
O=C1N=C(N2CCOCC2)SC1=C1CCCCC1,107,2,124,0,0,-6,-1,0,-13,112,-36

# Rewritten with values under each structure: three of the compounds above
# The line under a structure holds: RGS4-Gao reg	Bim-Bcl-W	RGS8-Gao reg	Bcl-XL Bim block	Bim-Bcl-B	Bim-Bfl-1	Mcl-1 Bim block	Bcl-2 Bim block	Mcl1-Noxa inh	RGS7-Gao reg	Mcl1-Bid inh
O=C(N/N=C/c1cccc(F)c1)c1ccc(Cl)cc1
 : 103	3	102	-1	-3	-3	1	4	-18	100	-14
O=S(=O)(NC1CCCCC1Nc1ccc(Cl)cc1)c1ccccc1 (centres undefined)
 : 108	5	119	0	-1	9	-1	3	30	112	-42
COCc1[nH]nc2c1C1(CCC3(CC1)OCCO3)C(C#N)=C(N)O2
 : 98	3	99	2	-27	-10	-38	-9	-10	95	-57

# Going on with the list:
SMILES,RGS4-Gao reg,Bim-Bcl-W,RGS8-Gao reg,Bcl-XL Bim block,Bim-Bcl-B,Bim-Bfl-1,Mcl-1 Bim block,Bcl-2 Bim block,Mcl1-Noxa inh,RGS7-Gao reg,Mcl1-Bid inh
CS(=O)(=O)c1ccc(N2CCOCC2)c(S(C)(=O)=O)c1,98,-3,99,-11,-5,-1,0,0,2,98,-22
CCOC(=O)c1csc(NC(=O)CSc2nnnn2-c2ccc(OC)c(OC)c2)n1,103,-2,102,-2,-1,0,-2,0,14,101,-19
COc1ccc(C2=NOC3(CC(=O)N(c4ccc5ccccc5c4)C3=O)C2)c(OC)c1 (centres undefined),88,-2,87,7,-3,-1,0,-4,14,90,-14
Cc1ccc(N(CC(O)CN(C)C)S(=O)(=O)c2ccccc2)cc1 (centres undefined),105,2,108,-2,1,0,2,2,4,107,-17
CCCS(=O)(=O)c1nc(S(=O)(=O)c2ccc(C)cc2)c(NCc2ccccn2)s1,103,-1,99,-3,-8,0,-2,1,0,109,1
c1ccc(-n2c(-c3ccco3)nnc2N2CCOCC2)cc1,97,-2,98,-9,-7,-26,-5,-13,-1,99,-3
CC(=O)c1cc(C#N)c(SCC(=O)OC(C)(C)C)nc1C,117,0,103,-6,-7,-10,-6,-6,-8,183*[activator],7
CCCS(=O)(=O)c1c(S(=O)(=O)CCC)c2c(C)cccn2c1C(=O)N/N=C/c1cc(O)cc(O)c1,96,0,100,-3,-6,-5,0,-2,-61,103,-64
Cc1ccc(/C=C/C(=O)O)cc1S(=O)(=O)N1CCC(Cc2ccccc2)CC1,99,x,98,x,x,x,x,x,5,u,-36
COc1cccc2c1OCC(C(=O)O)C2 (centres undefined),97,0,102,-1,-6,-9,-3,-5,3,99,-42
Nc1c(C(=O)Nc2ccccc2F)sc2nc(-c3cccnc3)ccc12,100,x,101,x,x,x,x,x,34,u,-29
CCOC(=O)c1c(NC(=O)Cn2ccsc2=N)sc(C)c1C,99,1,98,-1,0,-3,4,-1,28,92,-6
COC(=O)c1cn(NC(=O)c2ccc([N+](=O)[O-])cc2Cl)c(=O)c2ccccc12,102,4,101,4,4,0,5,2,13,u,4
Cc1ccc(C)c(NC(=O)C(Sc2nnc(-c3cccs3)o2)c2ccccc2)c1 (centres undefined),93,-1,84,-6,-2,-2,-8,0,21,88,-2
CC(Cn1cnc2ccccc21)C(=O)O (centres undefined),107,-4,105,-5,-4,-4,0,16,13,109,-8
c1ccc(CN2CCN(Cc3nnc(-c4ccccc4)o3)CC2)cc1,99,-1,102,-1,-1,-4,0,-1,0,100,-21
CCOC(=O)c1sc(N)c(C#N)c1COC(=O)CNC(=O)c1ccccc1,103,0,99,3,0,0,2,1,5,98,-37
CCSCc1nnc(SCC(=O)Nc2nc3ccccc3s2)n1C,106,-2,103,-1,-8,0,-4,-3,7,105,-33
CN=c1scc(-c2ccc(Br)cc2)n1C,100,2,104,-8,0,0,-4,-1,1,102,-53
COc1ccc(Nc2c(-c3ccc(OC)cc3)nc3cnccn23)cc1,105,-10,105,-16,-3,0,-24,0,1,101,-33
CCCC(=O)OCCNc1cc(Sc2nccn2C)c2nonc2c1[N+](=O)[O-],97,6,94,-4,-8,37,-5,0,21,99,-56
O=C(O)c1ccc(N=NN2CCCC2)cc1,100,3,102,2,-5,-2,1,2,10,98,-23
O=C(Nc1ccccc1N1CCOCC1)C1Cc2ccccc2CN1C(=O)c1ccco1 (centres undefined),102,2,99,-3,-5,-18,0,-5,10,98,-10
O=C(c1nsnc1-c1ccccc1O)N1CCCCC1,99,3,100,-4,-8,-12,-1,-9,10,103,1
Oc1[nH]c2ccccc2c1/C=N/N1CCCCC1,101,3,101,-19,-10,-13,0,-4,-6,101,93*
Cc1c(N=C(N)/N=C(\N)Nc2ccc(Br)cc2)c(=O)n(-c2ccccc2)n1C,103,-2,89,-5,-2,-1,-2,-2,-6,103,-16
COc1ccccc1OCc1ccc(C(=O)N/N=C/c2ccco2)cc1,100,-5,89,-4,-4,0,-4,1,-8,100,-34
CCOc1ccc(CN2C(=O)CC(=O)N(S(=O)(=O)c3ccc(OCC)cc3)C2=O)cc1,102,x,102,x,x,x,x,x,20,u,-117
Cc1ccc(-c2noc(CN3CCOCC3)n2)cc1,105,0,105,0,0,0,0,-1,-7,105,-12
CCOc1ccc(NC(=O)CN2C(=O)CSC2=O)cc1,100,-3,102,1,0,-8,0,0,-4,103,-9
CN(C(=O)c1cccnc1)c1nnc(-c2ccccn2)s1,98,-1,101,0,2,-1,-1,0,13,97,6
O=C(c1ccc2c(c1)N(Cc1cccc(Cl)c1)C(=O)c1ccccc1S2(=O)=O)N1CCN(c2ccccn2)CC1,107,1,123,2,3,3,0,0,-4,109,11
CCOC(=O)COc1ccc(/C=C/[N+](=O)[O-])c(OCC(=O)OCC)c1,97,-1,95,-7,-8,-17,-1,-4,18,100,26
COc1ccccc1NC(=S)NNC(=S)Nc1ccc(OC(F)F)cc1,98,-3,99,-6,-15,-7,-6,-5,-50,98,-63
O=[N+]([O-])c1cccc(/C=N/Nc2nccnc2Cl)c1,99,0,100,0,0,-2,-1,0,6,99,-2
Cc1cc(Br)ccc1OCc1nc(-c2cccnc2)no1,90,-1,96,0,0,-5,-1,-2,7,89,4
COC(=O)c1ccc(OC)c(OC)c1Cl,100,x,99,x,x,x,x,x,-1,u,2
Cc1oc(/C=N/NS(=O)(=O)c2ccccc2)cc1Br,91,3,83,1,3,-3,2,-2,9,90,-66
CCNc1nc(Oc2ccc(C(=O)OC)cc2)nc(SC)n1,98,4,98,2,0,1,0,0,-20,99,-33
Cc1ccccc1C(=O)N1CCCN(C(=O)c2ccccc2C)CC1,105,0,101,0,-2,0,-1,-3,6,102,-11
COc1cccc(OCc2nc(-c3cccc([N+](=O)[O-])c3)no2)c1,104,-5,102,-6,0,7,-1,4,-1,101,1
CC(=O)NCCCc1nc2ccccc2n1Cc1cc(C)ccc1C,94,0,94,-2,0,-5,0,-1,19,u,-23
CCOCCCNC(=S)Nc1ccc(S(N)(=O)=O)cc1,101,1,96,-8,-39,10,-14,-4,13,112,-85
O=C(CCC(=O)NNC(=O)Nc1cccc(Cl)c1)NCc1ccccc1,87,0,96,-1,0,-3,0,-3,5,u,-29
CCCCNC(=O)c1cc(-c2ccc(OC)cc2)on1,99,-1,102,-1,0,-5,0,0,3,98,-3
COc1ccc2c(c1)CCc1c(C(=O)N(C)c3ccccc3)noc1-2,98,0,100,3,0,-3,1,-2,14,103,-5
COc1ccc(N/C(=C(/C(Cl)=C(Cl)Cl)[N+](=O)[O-])n2nnc3ccccc32)cc1OC,101,8,95,7,2,10,2,3,36,97,75*
O=C(Nc1ccccc1C(F)(F)F)c1cc2ncc(CCCl)cn2n1,102,-4,103,-9,-6,-2,-6,-6,-6,100,-25
COc1cccc(-c2nc(CS(=O)(=O)CC(=O)NCc3ccc(Cl)cc3)c(C)o2)c1,104,-2,103,-4,-7,-13,0,-9,-12,105,9
CCOC(=O)c1ccc(Cl)c(NC(=O)c2ccc(-c3ccccc3)cc2)c1,91,0,96,0,0,1,2,1,12,100,46
Cc1ccc(S(=O)(=O)O)c(C)c1N1CCCC1=O,98,0,98,-4,-5,-10,4,-9,10,101,9
COC(=O)c1c(NC(=O)c2ccc(C)o2)sc2c1CCCCC2,104,2,103,-1,0,0,1,2,5,102,-15
CCN(CC)S(=O)(=O)c1ccc2[nH]cc(C(=O)NCCC3=CCCCC3)c(=O)c2c1,106,-3,113,-5,0,0,-2,-3,29,105,23
COc1ccc(OCC(=O)OCCN(C)C)cc1,102,0,104,-2,0,0,0,-1,26,101,10

# Source: PubChem
